High-throughput results from PubChem BioAssay.
DAX1 inh-1 – blocks DAX1 repression of SF-1 activated StAR promoter. AID 652010. inhibition, % at 6.8 µM. HEK293T StAR-luciferase reporter, SF-1/DAX-1 repression relief. 370,000 compounds, 1.1% hits;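 active means inhibition above the mean over all tested compounds plus 3 SD, cut at about 3.6% in these data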;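 further: 0% = DAX-1 cells with DMSO and 100% = cells lacking DAX-1 with DMSO; higher inhibition means more luminescence from relief of DAX-1 repression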
PLC-beta3 inh – PLC-beta3 (human) inhibition, primary screen; AID 720704; Q01970; 370,000 compounds, 0.18% hits; inhibition, % at 12.2 µM; Purified PLC-beta3, fluorogenic substrate, fluorescence; in the data active means inhibition above about 11%;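 further: 0% = median of compound wells on plate and 100% = full blocker control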
hcDAF-12 act – activates DAF-12 receptor from parasite H. contortus | HEK293 hcDAF-12 lit1-tk-luc reporter, luminescence; 0% DMSO, 100% Δ7-dafachronic acid | activation, % at 6.8 µM | 370,000 compounds, 1.4% hits | AID 652067;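 active means activation above the mean of all tested compounds plus 3 SD, cut at about 5.5% in these data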;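 further: 100% = response to 3 µM Δ7-dafachronic acid high control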
DAX1 inh-2 – inhibits human nuclear receptor DAX1 | 340,000 compounds, 0.99% hits | HEK293 Gal4-DAX1 luciferase reporter, luminescence | AID 504766 | inhibition, % at 6.75 µM | P51843;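 active means inhibition above the mean over all tested compounds plus 3 SD, cut at about 4.2% in these data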;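 further: 0% = DAX1-transfected cells with DMSO and 100% = empty-vector control cells with DMSO; inhibition shows as a rise in luminescence from relieved DAX1 repression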
Target sequence (P51843 207-470 limits assumed): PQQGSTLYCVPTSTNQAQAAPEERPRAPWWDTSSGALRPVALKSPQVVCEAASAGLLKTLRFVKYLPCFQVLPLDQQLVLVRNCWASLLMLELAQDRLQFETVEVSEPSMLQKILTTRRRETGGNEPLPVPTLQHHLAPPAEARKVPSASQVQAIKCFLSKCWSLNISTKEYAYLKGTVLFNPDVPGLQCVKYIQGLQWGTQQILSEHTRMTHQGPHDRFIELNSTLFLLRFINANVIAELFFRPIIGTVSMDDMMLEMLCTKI
ssDAF-12 act – activates DAF-12 receptor from parasite S. stercoralis; HEK293 ssDAF-12/GRIP1 lit1-tk-luc reporter, luminescence; % of 3 µM dafachronic acid response; activation, % at 6.8 µM; 370,000 compounds, 1% hits; AID 652126;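 active means activation above the mean over all tested compounds plus 3 SD, cut at about 0.9% in these data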;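 further: 0% = DMSO-only wells and 100% = 3 µM delta7-dafachronic acid wells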
PG9 binder – binds the HIV-1 gp120 antibody PG9; TR-FRET gp120-PG9 antibody binding; inhibition, % at 6.7 µM; 360,000 compounds, 0.43% hits; in the data active means inhibition above about 8.5%
Rev-erbA mod – Rev-erb alpha (human) modulation; P20393; Rev-erbα–FITC-DNA binding, fluorescence polarization, 90 min; activity, % at 10 µM; 370,000 compounds, 0.79% hits; AID 1259318;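 active means activity above about 14%, limit read from the data; passing the limit was not always enough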;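 further: 0% = DMSO wells with 35 nM protein and 100% = DMSO wells with 750 nM protein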
SMARCA2 activ – SMARCA2 function activation, primary screen. MG213 cells, MMTV-luciferase reporter, dexamethasone, overnight. activation, % at 9.1 µM. 370,000 compounds, 1% hits. AID 652017; in the data active means activation above about 7.8%;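 further: 0% = vehicle wells and 100% = reference activator wells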
hgDAF12 agonist – hgDAF-12 agonism, primary luciferase screen; HEK293 GAL4-hgDAF12 UAS-luciferase reporter, agonist luminescence; normalized to butyrate control; activation, % at 6.8 µM; 370,000 compounds, 1.8% hits; AID 687014;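 active means activation above a cutoff set at the mean of all screened compounds plus 3 SD, cut at about 10% in these data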;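 further: 0% = DMSO wells and 100% = sodium butyrate wells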
HGIII-sPLA2 inh – Inhibits HGIII-sPLA2 liposome hydrolysis, primary screen. Q9NZ20. QFRET BODIPY PC-A2 liposome hydrolysis, fluorescence. inhibition, % at 12.2 µM. 370,000 compounds, 0.56% hits. AID 743126;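 active means inhibition above mean plus 3 SD of compounds lying within the high and low control bounds, cut at about 19% in these data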;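 further: 0% = median of test compound wells and 100% = no enzyme DMSO wells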
Target sequence (Q9NZ20 whole entry, looked up): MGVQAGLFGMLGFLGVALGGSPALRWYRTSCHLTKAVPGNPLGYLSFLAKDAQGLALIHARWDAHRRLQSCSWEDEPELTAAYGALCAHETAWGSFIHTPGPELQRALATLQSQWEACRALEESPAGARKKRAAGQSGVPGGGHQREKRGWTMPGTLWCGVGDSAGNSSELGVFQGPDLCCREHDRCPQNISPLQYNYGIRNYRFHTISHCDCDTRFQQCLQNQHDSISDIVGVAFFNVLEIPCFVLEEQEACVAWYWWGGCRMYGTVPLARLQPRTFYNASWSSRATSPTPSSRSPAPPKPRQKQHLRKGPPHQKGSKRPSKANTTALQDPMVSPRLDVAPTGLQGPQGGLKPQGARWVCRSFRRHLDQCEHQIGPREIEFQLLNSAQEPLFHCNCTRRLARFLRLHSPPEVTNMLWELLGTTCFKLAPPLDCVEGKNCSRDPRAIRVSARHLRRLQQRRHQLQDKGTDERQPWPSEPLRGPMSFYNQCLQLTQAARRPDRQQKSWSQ
GAA850 FXN act – activators of GAA850 frataxin (FXN) promoter. HEK293 lucGAA850 FXN promoter luciferase reporter, 24 h; percent of 10 µM SAHA response. 360,000 compounds, 0.56% hits. activation, % at 6 µM;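 active means activation above the average of all compounds screened plus 3 SD, cutoff fixed separately per campaign, cut at about 7.5% in these data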;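 further: 0% = DMSO wells and 100% = 10 µM SAHA wells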
The depositor's hits bear a star; i = inactive; . = no result given.

SMILES	DAX1 inh-1	PLC-beta3 inh	hcDAF-12 act	DAX1 inh-2	ssDAF-12 act	PG9 binder	Rev-erbA mod	SMARCA2 activ	hgDAF12 agonist	HGIII-sPLA2 inh	GAA850 FXN act
O=C(c1cc(-c2cccc(O)c2)on1)N1CCOCC1	8.0*	-1	3.6	0.8	0.9	-1.8	-1	4	16*	-2	2.5
Cc1ccc(-n2cnc(N)c2C(=O)c2cccc([N+](=O)[O-])c2)cc1	-0.5	-6	-1.9	2.9	-0.8	0.5	4	-3	0.6	8	-0.3
CC1CN(C(=O)c2ccc(CNS(=O)(=O)c3cccc(Cl)c3)cc2)CC(C)O1 (stereo unspecified)	-2.0	-5	0.9	1.1	-0.8	-3.1	2	-2	0.5	-1	-0.8
O=C1C(Cl)=C(Oc2ccccc2)C(=O)c2ccccc21	-2.1	-5	2.7	-1.7	-0.7	-1.6	5	8	-3.0	0	-3.3
CCOc1ccc(C(=O)CSc2nnc3ccccn23)cc1	0.5	-1	1.9	2.0	0.5	-0.5	2	6	4.3	-11	1.3
O=[N+]([O-])c1ccccc1CN1CCN(S(=O)(=O)c2ccccc2)CC1	-0.4	-5	-1.4	3.1	-0.7	-0.6	-3	-5	-3.7	-6	2.0
Cc1ccc(C(CC(=O)O)Nc2nc(N3CCCCC3)nc(N3CCCCC3)n2)cc1 (stereo unspecified)	0.8	-3	-1.5	0.4	-1.3	-0.5	3	-2	0.4	-24	-0.6
Cc1c(CCC(=O)N2CCC[C@H]2C(=O)O)c(=O)oc2c(C)c3oc4c(c3cc12)CCCC4	-0.8	-336	-5.3	-1.0	-2.7	3.7	-7	-5	-12	-17	-5.1
CCC(C)NC(=O)COC(=O)c1ccccc1OCC(=O)Nc1ccc(Br)cc1 (stereo unspecified)	0.2	3	-0.2	-0.1	-1.1	-0.8	11	-1	1.9	-6	-0.6
COc1cc(/C=C(/C#N)C(=O)NC(C)c2ccccc2)cc(OC)c1O (stereo unspecified)	0.3	-35	2.5	-0.4	-0.9	-5.7	-4	-3	2.9	12	1.2
COCOCCn1cc(CN2CCS(=O)(=O)N(Cc3ccc(-c4cccc(CO)c4)cc3)C(CC(C)C)C2=O)nn1 (stereo unspecified)	-0.9	2	-0.4	0.8	-1.4	-0.1	2	-1	0.6	-4	0.0
CCCn1c(N)c(N2CCCCC2)c(=O)n(CC(=O)Nc2ccccc2C(F)(F)F)c1=O	-0.6	2	-1.1	0.8	-1.5	-1.0	3	1	0.1	1	-0.5
COc1ccc(NCC(=O)n2c(C)c(C)c3ccccc32)cc1	-3.8	0	0.1	0.8	-2.0	-0.3	-5	-1	5.8	-2	-4.5
CCN(CC)S(=O)(=O)c1ccc(-c2nnc(SCC(C)=O)o2)cc1	-0.9	1	-1.4	1.6	-1.6	0.2	-3	-3	0.1	-24	0.6
CNC(=S)N1N=C(c2ccc(Br)cc2)CC1c1ccc(Br)cc1 (stereo unspecified)	-1.4	6	-1.8	-0.1	-1.8	-6.8	0	-5	3.5	2	-1.4
Cc1ccc(NS(=O)(=O)c2cc(C(=O)NCCCN(C)C)ccc2Cl)cc1Cl	1.1	-4	-1.1	-0.4	-0.7	-0.9	-6	-1	-0.1	-17	-0.3
CCN(CC)C(=S)SC1CCCCN(C(=O)c2ccccc2)C1=O (stereo unspecified)	0.1	-7	-0.6	-0.3	-1.3	0.1	-1	-4	3.2	-1	-1.1
CCO[C@H]1OC(C(N)=O)=C[C@@H](c2csc3ccccc23)[C@@H]1CCCO	1.1	-1	-1.2	-1.0	-1.4	0.2	-5	1	1.1	-3	-0.1
Cc1ccc(N=Nc2c(C)[nH][nH]c2=O)c(C)c1	-0.1	4	1.2	0.0	-1.4	-1.4	-5	2	5.6	5	0.3
O=c1cc(C(F)(F)F)[nH]c2ccccc12	-0.1	-2	0.2	1.9	-0.7	2.0	-1	-4	-0.9	3	0.5
COCC(=O)Nc1nnc(C2CCCCC2)s1	0.4	1	4.2	0.0	0.8	-0.9	2	-1	8.5	3	2.0
COc1ccc(-c2nc(CS(=O)CC(=O)NCCN3CCCCC3C)c(C)o2)cc1OC (stereo unspecified)	0.5	-4	0.8	1.2	-0.7	-3.0	-7	-1	1.7	5	0.4
COc1ccc(N(C(=O)CNC(=O)c2cccs2)C(C(=O)NCC2CCCO2)c2ccccc2)c(OC)c1 (stereo unspecified)	-0.1	-3	-2.4	1.9	-0.9	2.3	4	4	1.2	0	-3.0
N/C(=N\NS(=O)(=O)c1cc(C(F)(F)F)cc(C(F)(F)F)c1)c1ccccn1	0.2	-5	2.5	1.9	-0.6	-2.2	-6	0	-1.0	9	-0.8
Cc1c(NC(=O)CCCOc2ccccc2)cccc1[N+](=O)[O-]	-0.4	-4	-2.7	1.1	-0.8	0.2	5	-4	0.0	-13	-1.2
CC(C)(C)c1ccc(C(=O)NC(=S)Nc2sc3c(c2C#N)CCC3)cc1	0.1	-8	-2.9	-0.6	-1.0	-1.7	7	-1	-1.5	11	0.6
COc1ccc(NS(=O)(=O)c2ccc(NC(=S)NC(=O)/C=C/c3ccc(C)cc3)cc2)nn1	0.5	0	-1.0	0.1	-0.8	-1.1	-7	-2	2.4	10	2.5
CCOC(=O)c1c(-c2ccc(-c3ccccc3)cc2)csc1NC(=O)CCC(=O)O	-0.1	-7	-2.1	0.0	-0.6	-0.8	-4	-1	2.5	-11	-0.1
CC(=O)Nc1sc2c(c1C(N)=O)CCN(Cc1ccccc1)C2	0.6	-62	0.1	-1.6	-0.4	0.1	2	1	-0.1	2	0.1
CN(C)S(=O)(=O)c1cc([N+](=O)[O-])ccc1N1CCCCCC1	-0.6	9	0.6	0.5	-1.2	-3.2	-1	-6	-1.1	8	2.6
Cc1ccc(C(=O)OCC(=O)Nc2cccc(Cl)c2C)c(O)c1	0.2	-7	-0.1	0.6	-1.3	-0.6	-4	3	0.7	-2	-0.1
O=[N+]([O-])c1ccccc1N=NNc1ccccc1	0.2	1	3.2	0.1	1.6*	-0.5	-2	0	2.7	-1	3.9
CNc1nc(Cl)c(SC)c(NC2CCCCC2)n1	-0.7	-1	-1.3	1.8	-1.0	-0.7	0	2	1.4	2	2.6
CN1CCN(C(=O)C2C3C=CC(C3)C2C(=O)O)CC1 (stereo unspecified)	0.4	2	-1.1	-0.8	-1.0	0.8	4	0	-0.3	8	2.1
O=c1cc(CSc2nnnn2-c2ccccc2)nc(Nc2ccc(F)cc2)[nH]1	-1.6	-1	-1.4	-0.4	-1.8	-1.3	-6	-6	-0.8	-34	1.9
O=C1/C(=N\S(=O)(=O)c2cccs2)C([n+]2ccccc2)=C([O-])c2ccccc21	-1.5	6	-1.7	-0.2	-1.1	-4.6	7	-2	-6.8	4	-7.0
O=C(NCCCc1nc2ccccc2[nH]1)c1cccs1	0.9	-7	-2.6	-1.0	-1.6	-1.6	-1	-2	3.8	-3	3.1
Cc1nc(N2CCOCC2)c2oc3ccccc3c2n1	-0.2	-12	2.6	-1.8	-1.3	-0.4	-1	3	3.1	1	-1.3
Cc1ccc(NC(=O)c2ccc(Cl)cc2[N+](=O)[O-])nc1	-1.4	-35	0.2	0.2	-0.7	-0.1	1	2	1.6	0	-3.0
CCCCNC(=O)C[C@H]1C[C@@]2(C(=O)OC)C(=C[C@H](COCc3ccccc3)O[C@@H]2C)N(Cc2ccc(Cl)cc2Cl)C1=O	-0.5	-3	-3.3	.	-1.4	.	-2	-3	0.3	-3	.
CSc1ccccc1OCc1cc(C(=O)N2CCN3CCCC3C2)no1 (stereo unspecified)	0.0	-3	3.4	0.6	-1.6	-0.8	5	-1	4.6	-2	1.0
Fc1ccccc1C1CCN(Cc2nc(CC3CC3)no2)C1 (stereo unspecified)	1.8	-2	0.9	1.9	-0.3	-2.5	7	0	4.8	2	7.3
O=C(c1ccccc1)c1nn(-c2cccc(Cl)c2)c2nc(-c3ccccc3)cc(=O)n12	-0.1	2	-0.4	0.1	-0.8	-0.5	24*	-1	-1.7	1	0.1
CCc1ccc(O)c(N=Cc2ccccc2O)c1	-0.3	-5	2.2	-1.1	-1.3	-3.6	-2	-2	-0.1	-18	0.8
CN(Cc1ccccc1F)C(=O)CN1c2cccc3cccc(c23)S1(=O)=O	0.1	-328	-0.7	-0.7	-0.7	-3.0	5	1	-2.5	-5	0.2
COCCN(Cc1ccccc1)P(=O)(O)c1ccccc1OCC(=O)O	0.7	1	-1.0	0.8	-1.4	0.1	-2	-3	5.7	6	-1.4
Cc1cccc(N(C2C=CS(=O)(=O)C2)S(=O)(=O)c2ccccc2)c1 (stereo unspecified)	-0.5	2	-1.3	1.7	-0.9	-1.1	-2	-5	3.3	-1	0.2
Cc1ccc(-n2nc3c(=O)n(CC(=O)NCc4ccccc4)nc(C)c3c2C)cc1	-1.5	7	0.0	0.6	-1.3	1.3	0	2	0.4	2	0.6
COc1ccc(-c2cc3ccc(O)cc3oc2=O)cc1	3.2	i	5.1	0.8	0.4	4.0	-8	7	14*	-24	4.0
COc1ccc(OC)c(C2=C[N+](=O)C(C)(C)C(C)(C)N2[O-])c1	-0.1	4	1.1	-0.6	-1.5	-0.5	2	1	0.3	0	0.8

Other entries
SMILES	DAX1 inh-1	PLC-beta3 inh	hcDAF-12 act	DAX1 inh-2	ssDAF-12 act	PG9 binder	Rev-erbA mod	SMARCA2 activ	hgDAF12 agonist	HGIII-sPLA2 inh	GAA850 FXN act
Nc1cccc(N2C(=O)c3cccc4c(N)ccc(c34)C2=O)c1	0.5	-166	-2.2	-1.1	-1.4	-15	80*	-1	-0.2	-128	1.8
COc1ccc(CCNC(=O)c2ccc(Cl)nc2)cc1	-0.2	-4	-1.3	1.5	-1.4	2.3	-3	-1	0.9	2	1.4
CCOc1nc(Nc2ccc(F)cc2)nc(N2CCN(c3ccc(OC)cc3)CC2)n1	0.2	0	-1.9	-0.9	-1.1	-1.9	4	1	1.4	-1	4.7
O=c1[nH]c2ccc(N/C(=N/S(=O)(=O)c3ccccc3)c3ccccc3)cc2[nH]1	-0.2	3	0.4	-1.0	-1.3	-0.9	-1	-3	-3.1	0	2.5
Oc1ccc(C(=S)N2CCN(Cc3ccccc3)CC2)cc1	0.8	-7	-1.7	-0.9	-1.0	0.6	0	0	1.8	-12	3.0
O=C(NC(Cc1c[nH]c2ccccc12)C(=O)Nc1ccc(OC(F)(F)F)cc1)c1cccs1 (stereo unspecified)	-1.6	2	-2.6	-2.0	-2.2	0.6	-3	-5	-6.5	-109	-6.0
COc1ccc(CN2CCC[C@]3(N[C@H](c4ccccc4)[C@@H]4C(=O)N(C)C(=O)[C@@H]43)C2=O)cc1	0.6	2	-0.4	-0.9	-0.9	-0.5	0	-5	4.3	12	-0.4

Single records, from the list above. Values in the order: DAX1 inh-1	PLC-beta3 inh	hcDAF-12 act	DAX1 inh-2	ssDAF-12 act	PG9 binder	Rev-erbA mod	SMARCA2 activ	hgDAF12 agonist	HGIII-sPLA2 inh	GAA850 FXN act
`Oc1ccc(C(=S)N2CCN(Cc3ccccc3)CC2)cc1` reads 0.8	-7	-1.7	-0.9	-1.0	0.6	0	0	1.8	-12	3.0
`COc1ccc(CN2CCC[C@]3(N[C@H](c4ccccc4)[C@@H]4C(=O)N(C)C(=O)[C@@H]43)C2=O)cc1` reads 0.6	2	-0.4	-0.9	-0.9	-0.5	0	-5	4.3	12	-0.4
